Platelet DG rel – modulates dense granule release in human platelets | human platelet-rich plasma, SFLLRN dense granule ATP release, luminescence | inhibition, %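 (compounds screened at 7.5 µM in platelet-rich plasma)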 | 300,000 tested, 0.22% active | AID 1663;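 active = mean replicate score, as percent of positive control, at or above 50; inconclusive = mean below 50 but at least one replicate at or above 50; inactive = mean and every replicate below 50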
KLF5 inhibitor – suppresses KLF5 promoter-driven expression; 290,000 tested, 0.23% active; inhibition, % at 5 µM; DLD-1 KLF5 promoter-luciferase reporter, luminescence;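 active = inhibition above a per-plate limit of that plate's mean compound inhibition plus 3 SD, cut at about 60% in these data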;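 also: 0% = DMSO wells and 100% = LY294002 at 200 µM; higher means less KLF5 promoter-driven luciferase light; inactives centre near -14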
HSP90 refold inh – HSP90 refolding inhibition in rabbit reticulocyte lysate; luciferase refolding luminescence, 3 h; inhibition, % at 5.6 µM; 290,000 tested, 0.91% active;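 active = inhibition above the screen-wide mean plus 3 SD, computed separately per campaign, cut at about 16% in these data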;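 also: 0% = DMSO wells and 100% = 60 µM geldanamycin wells; inhibitors lower the luminescence because luciferase stays unfolded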
HSF1 inhib – HSF1 inhibition; NIH3T3-HGL HSE-luciferase, MG132-induced, luminescence 8 h; active compounds read low; activity change, negative = inhibition, % at 7.5 µM (by protocol); 300,000 tested, 0.77% active;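 active = more than half of replicate wells show activity change below -50%, luminescence cut by over half; inconclusive = some wells, but at most half, below -50%; inactive = no replicate well below -50%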;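 also: luciferase reports HSF-1 transcriptional activity via heat shock element; 0% = median of DMSO wells and -100% = zero luminescence signal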
AI-2 QS modul – modulators of Vibrio harveyi AI-2 quorum sensing system; Vibrio harveyi JMH597 AI-2 luminescence/OD600 ratio, 9 h; active compounds read low; strain lacks LuxN and CqsS sensors; 0 = neutral-control median; 300,000 tested, 0.4% active; activity change, % at 7.5 µM; in the data active = activity change below about -75%, passing the limit was not always enough; inconclusive = no clear call, values can overlap the other calls;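 also: luminescence divided by OD600 gain over 9 h not by final OD600 alone; inactives centre near 13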
SKKanGAS inh – SKKanGAS growth inhibition; S. pyogenes SKKanGAS, kanamycin growth, BacTiter-Glo, 6 h; inhibition, % at 7.5 µM; 300,000 tested, 1.3% active;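 active = mean replicate score, as percent of positive control median, at least 50; inconclusive = mean below 50 but one replicate at or above 50; inactive = mean and every replicate below 50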;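 also: strain carries kanamycin resistance gene driven by streptokinase promoter and grows in 40 µg/ml kanamycin; loss of luminescence reflects streptokinase promoter inhibition or plain growth inhibition; 0% = median of DMSO wells and 100% = positive control at its reference dose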
aSyn UTR inh – MLPCN primary screen, SNCA 5' untranslated region; alpha-synuclein 5'UTR reporter, inhibitor activity; inhibition, % (tested at 7.5 µM); 300,000 tested, 0.82% active; in the data active = inhibition above about 60%; inconclusive = no clear call, values can overlap the other calls;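 also: H4 neuroglioblastoma cells stably carrying SNCA 5'UTR luciferase fusion; 0% = DMSO wells and 100% = positive control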
HIF activator – HIF pathway transcriptional activation. AID 1910. U2OS HRE-luciferase reporter, luminescence; normalized: DMSO 0%, desferrioxamine 100%. 300,000 tested, 0.32% active. activation, % at 7.5 µM (by protocol);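 active = mean activation of at least 10% of the iron chelator positive control signal, with at least half of replicates also reaching 10%; inconclusive = mean and replicate majority disagree about reaching 10%; inactive = mean and most replicates under 10%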
HSF1 activator – increases HSF-1 driven luciferase reporter signal; 300,000 tested, 1.7% active; NIH3T3-HGL HSF-1 luciferase reporter, MG132, 8 h; 100% = twice DMSO control signal; activation, % at 9 µM;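 active = mean replicate activation of at least 50% with a set share of replicates each reaching 50%; inconclusive = only one of those two conditions met; inactive = mean below 50% and too few replicates reaching it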;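 also: 0% = median of the neutral control wells and 100% = twice that signal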
IEC-6 tox – IEC-6 cytotoxicity, counter-screen for KLF5 inhibitors | luminescence viability | inhibition, % at 5 µM | 290,000 tested, 0.78% active | AID 1825; in the data active = inhibition above about 22%;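 also: 0% = plate median of test compound wells and 100% = cytotoxic reference compound wells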
* hit, by the source's call; ? = inconclusive; / = no result given.

molecule,Platelet DG rel,KLF5 inhibitor,HSP90 refold inh,HSF1 inhib,AI-2 QS modul,SKKanGAS inh,aSyn UTR inh,HIF activator,HSF1 activator,IEC-6 tox
Cc1ccccc1C(=O)Nc1cccc(NC(=O)Cn2cnc3c(=O)n(C)c(=O)n(C)c32)c1,6,8,3,3,33,3,52,-0.1,-4,-4
O=C1CC(NS(=O)(=O)c2cc(F)ccc2F)CN1c1ccc2c(c1)OCCO2 (stereo unspecified),9,/,/,-1,-1,20,-3,0.1,-2,/
CC(=O)c1ccc(S(=O)(=O)N2CCN(C)CC2)cc1,0,6,3,-4,2,-10,26,-0.3,3,2
Cc1ccc(OCc2cc(C(=O)N3CCC(c4ccccc4Cl)C3)no2)cc1C (stereo unspecified),1,-74,1,12,10,19,-165,3.4,22,-3
C=CCNC(=S)N1CC2(C)CN(C(=S)NCC=C)CC(C)(C1)C2=O,28,-5,-2,-1,12,1,-31,-0.6,-7,-6
CC(Sc1nc(NC(C)(C)C)nc(N(C)C)n1)C(=O)Nc1ccccc1 (stereo unspecified),1,-27,-5,9,10,6,-22,0.7,29,-5
O=c1[nH]c2ccc(S(=O)(=O)N3CCN(c4ccc(F)cc4)CC3)cc2o1,-9,-44,-2,7,40,-20,2,-12,-2,-2
COCCn1c(=NC(=O)c2sc3ccccc3c2Cl)sc2cc(S(N)(=O)=O)ccc21,-3,-4,4,11,37,19,-14,0.0,17,5
Cc1ccc(-c2nc(SCC(=O)N(C)C3CCS(=O)(=O)C3)[nH]c2-c2ccc(C)cc2)cc1 (stereo unspecified),-4,-47,-2,2,32,-2,23,-0.4,5,-3
Cc1cccnc1NC(=O)c1ccc([N+](=O)[O-])o1,9,-7,4,7,5,3,-25,-0.8,4,9
CCC(=O)N1CN(S(=O)(=O)c2ccc(C)cc2)CC1C (stereo unspecified),4,-8,3,3,5,-4,13,-0.1,2,6
CN(CC(=O)Nc1ccccc1Cl)C(=O)COC(=O)c1ccc(S(=O)(=O)C(F)F)cc1,4,/,/,-4,11,-14,13,-0.3,1,/
CCCc1ccc(C(C)NC(=S)NCc2ccc(F)cc2)cc1 (stereo unspecified),-19,-15,0,3,-12,29,11,-0.4,9,-1
CN(C)S(=O)(=O)N1CCN(c2cccc(Cl)c2)CC1,9,-30,-3,-3,27,-4,-2,0.1,3,-4
CCOc1ccc(CN(C)C(=O)c2cc3ccccc3o2)cc1OC,-1,-5,-4,0,7,3,38,0.0,3,1
O=C(O)c1ccc(NC(=O)C2(c3ccccc3)CCCC2)cc1,-2,-15,-2,-11,18,-5,7,-0.3,2,-9
Cc1ccc(N2C(=O)N(c3ccc(C)cc3)C3CS(=O)(=O)CC32)cc1 (stereo unspecified),3,-18,3,-5,12,2,2,0.0,-5,2
CN(C)CCCOc1ccc2c(c1)Sc1ccccc1CC2=O,1,-33,0,6,3,9,-28,0.0,-3,13
O=C(COC(=O)COc1ccc(Cl)cc1)NCc1cccs1,-16,-44,0,-3,16,-10,8,0.3,1,-2
CN1C(=O)/C(=C/c2ccccc2OCc2ccc(C(=O)O)cc2)NC1=S,3,-8,-1,-1,36,17,11,-0.1,-2,-1
COc1ccc(CC(=O)Nc2cc(S(=O)(=O)N3CCOCC3)ccc2N2CCOCC2)cc1,4,7,7,1,13,-2,-5,-1.1,15,9
Cc1cc(C)n2nc(SCC(=O)N(C)C3CCCCC3)nc2n1,-2,/,/,0,29,-2,-3,-1.0,-1,/
COc1ccc(-n2c(Cc3ccccc3)nnc2SCC(=O)N2CCCc3ccccc32)cc1,3,-12,1,9,14,7,33,0.0,15,-2
N#CC1=C(N)OC2=C(C(=O)CCC2)C1c1ccc(OC(=O)N2CCOCC2)cc1 (stereo unspecified),-1,-36,-6,-8,29,-2,-28,0.1,-5,-6
COc1ccc(N/C(N)=N/c2nc(C)cc(=O)[nH]2)cc1,-9,-36,-2,-9,13,-3,-19,-0.8,-13,-2

Arranged by molar mass (falling): some entries from above
molecule,Platelet DG rel,KLF5 inhibitor,HSP90 refold inh,HSF1 inhib,AI-2 QS modul,SKKanGAS inh,aSyn UTR inh,HIF activator,HSF1 activator,IEC-6 tox
COCCn1c(=NC(=O)c2sc3ccccc3c2Cl)sc2cc(S(N)(=O)=O)ccc21,-3,-4,4,11,37,19,-14,0.0,17,5
COc1ccc(-n2c(Cc3ccccc3)nnc2SCC(=O)N2CCCc3ccccc32)cc1,3,-12,1,9,14,7,33,0.0,15,-2
Cc1ccc(OCc2cc(C(=O)N3CCC(c4ccccc4Cl)C3)no2)cc1C (stereo unspecified),1,-74,1,12,10,19,-165,3.4,22,-3
N#CC1=C(N)OC2=C(C(=O)CCC2)C1c1ccc(OC(=O)N2CCOCC2)cc1 (stereo unspecified),-1,-36,-6,-8,29,-2,-28,0.1,-5,-6
CN1C(=O)/C(=C/c2ccccc2OCc2ccc(C(=O)O)cc2)NC1=S,3,-8,-1,-1,36,17,11,-0.1,-2,-1
CN(C)CCCOc1ccc2c(c1)Sc1ccccc1CC2=O,1,-33,0,6,3,9,-28,0.0,-3,13
CN(C)S(=O)(=O)N1CCN(c2cccc(Cl)c2)CC1,9,-30,-3,-3,27,-4,-2,0.1,3,-4
CCC(=O)N1CN(S(=O)(=O)c2ccc(C)cc2)CC1C (stereo unspecified),4,-8,3,3,5,-4,13,-0.1,2,6
Cc1cccnc1NC(=O)c1ccc([N+](=O)[O-])o1,9,-7,4,7,5,3,-25,-0.8,4,9

Next entries:
molecule,Platelet DG rel,KLF5 inhibitor,HSP90 refold inh,HSF1 inhib,AI-2 QS modul,SKKanGAS inh,aSyn UTR inh,HIF activator,HSF1 activator,IEC-6 tox
Cc1nn(C)c(C)c1C1Nc2ccccc2C(=O)N1O (stereo unspecified),1,5,-3,0,25,-29,2,0.0,-3,2
COc1ccc(OC)c(-n2nnnc2SCC(=O)NCCc2ccccc2)c1,-13,24,12,4,6,-9,17,/,5,8
COc1cc(NC(=S)NCCSc2ccc(C)cc2)cc(OC)c1,-12,10,-2,9,16,-14,22,-0.2,21,-1
Cc1ccc(OCCCC(=O)Nc2ccc(S(N)(=O)=O)cc2)cc1,-2,-5,-5,6,11,5,4,0.2,-8,-1
COc1ccc(-n2cnnc2SCC(=O)c2ccc(S(=O)(=O)N3CCOCC3)cc2)cc1,-2,8,2,3,52,-3,-10,0.3,-17,5
O=C(N/N=C/c1ccoc1)c1ccc(Br)cc1,3,-17,-3,2,14,1,0,0.4,-3,10
Cc1onc(-c2ccccc2Cl)c1C(=O)N1CCOC12CCCCC2,12,-42,7,-1,5,1,18,-0.6,-17,2
Cc1cccc(NC(=S)NCc2cccs2)c1,-7,-42,3,14,-53,-9,-1,-0.2,25,7
COc1ccc(C2C(C(=O)N3CCN(c4ccccc4F)CC3)c3ccccc3C(=O)N2C)cc1 (stereo unspecified),-1,5,3,2,9,0,-2,-0.2,40,-12
O=C(NCc1ccccc1)c1ccc(CS(=O)(=O)Cc2ccc(F)cc2)o1,1,-36,0,-4,26,-6,5,-0.1,-4,-2
CCC(Cc1ccccc1)NC(=O)c1cc(S(=O)(=O)N2CCCCC2)c[nH]1 (stereo unspecified),10,-7,0,4,12,1,8,0.0,-2,-6
Cc1ccc(-c2csc(NC(=O)CSc3nc(C)cs3)n2)cc1,1,-76,4,13,-9,16,-160,2.7,17,-3
NC(=O)CSc1nc2ccccc2c(=O)n1Cc1ccccc1,-4,-37,-5,3,27,-14,10,0.4,-2,-2
CNc1c(NS(=O)(=O)c2ccc(Br)cc2)c(=O)oc2ccccc12,-9,-8,-3,6,21,-3,27,0.2,17,3
N#CCCN(Cc1cccs1)C(=O)c1ccc(Cl)cc1,11,-31,-1,-6,18,-2,-4,-0.2,-8,-6
COCCn1c(=O)[nH]c2cc(C(=O)N3CCN(c4ccc(Cl)cc4)CC3)ccc2c1=O,7,-6,0,-4,9,7,18,-0.6,-3,-1
COc1ccc(Cn2nnc3c(=O)[nH]c(C4CCN(C(=O)c5ccccc5Cl)CC4)nc32)cc1,-2,9,0,/,17,-25,27,-0.1,/,-3
CCOc1ccc2ccccc2c1C1NC(=O)NC(C)=C1C(=O)OCCOC (stereo unspecified),-6,4,2,-9,4,-1,25,0.3,-13,0
COc1ccc(CC(=O)NCCS(=O)(=O)N2CCN(c3ccccc3)CC2)cc1OC,/,/,/,3,29,-2,-3,0.9,-2,/
COc1ccc(C(C)NC(=O)CC23CC4CC(CC(C4)C2)C3)cc1 (stereo unspecified),-8,-25,-3,4,4,12,-6,0.3,-3,-4
N#CC(c1ccccc1F)(c1ncc(C(F)(F)F)cc1Cl)N1CCOCC1 (stereo unspecified),-4,-13,1,1,16,1,5,-0.4,-2,-15
O=C(CN1CCN(c2ccc(F)cc2)CC1)NC(=O)NCc1ccco1,8,-18,4,3,25,-3,12,0.2,-3,2
Cc1ccc(-n2ncc(Cl)c2C(=O)NCc2ccccc2)cc1,-3,-123,6,17,-22,8,-83,3.3,31,5
CC(=O)c1cn(N(C)c2ncc(C(F)(F)F)cc2Cl)c(=O)[nH]c1=O,-1,-15,-2,1,14,-3,27,0.1,16,-2
Cc1cc(-c2ccc(C(C)C)c(S(=O)(=O)N3CCN(c4ccccc4)CC3)c2)on1,5,50,9,7,13,5,?,0.9,15,78*
Cn1nnnc1SCc1ccc(Cl)cc1,-1,11,3,-3,-5,2,12,0.2,0,4
COc1ccc(S(=O)(=O)N2CCCCCC2)cc1C(=O)Nc1ccccn1,-5,-25,2,-7,7,-4,7,-0.4,7,12
O=S(=O)(c1ccc2c(c1)OCCCO2)N1CCNCC1,1,-24,0,-9,12,-3,-2,-0.7,-14,-3
Cn1c(N)c(C#N)c2c(c1=S)COC(C)(C)C2,-114,-18,0,0,-9,-2,15,-0.2,22,-2
CC(=O)c1ccc(NC(=O)CSc2nccn2CCc2ccccc2)cc1,-2,-88,1,20,27,-4,-128,-0.4,46,4
Cc1cc(C(=O)N2CCCC(N3CCN(c4ccccc4C)CC3)C2)n(C)n1 (stereo unspecified),13,-32,-5,-6,6,-7,5,0.3,-12,-8
Cc1cc(C)c(Nc2ncccc2C(=O)O)c(C)c1,-10,18,-1,5,-15,-1,16,-0.7,12,4
C/C=C(\C)CN1CCN(c2ccc(C)cc2)CC1,32,-30,-3,?,-19,3,5,0.0,-44,0

Source: PubChem BioAssay (several laboratories)

Outcome played no part in choosing rows, and some 6% of all compounds hit somewhere here.
